# Screening data deposited in PubChem by Johns Hopkins Ion Channel Center.
# Kir21 inh: inhibitors of mouse Kir2.1 inward-rectifier potassium channel; 0.85% of 310,000 active; B-score at 10 µM; Inward rectifier potassium channel 2 (Mus musculus), P35561; HEK293-Kir2.1, FluxOR thallium flux fluorescence; hits give low values;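 active = fluorescence ratio B-score at or below minus 3 SD of library scores, with starting-brightness B-score within 2 SD, cut at about -4.2 in these data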;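 note: channel flux triggered by added potassium and thallium sulfate stimulus; B-score of peak minus minimum fluorescence over baseline after thallium stimulus; more negative B-score means stronger Kir2.1 block with less thallium influx; some compounds called inactive have numbers as strong as hits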
# Target sequence (P35561 whole entry, looked up): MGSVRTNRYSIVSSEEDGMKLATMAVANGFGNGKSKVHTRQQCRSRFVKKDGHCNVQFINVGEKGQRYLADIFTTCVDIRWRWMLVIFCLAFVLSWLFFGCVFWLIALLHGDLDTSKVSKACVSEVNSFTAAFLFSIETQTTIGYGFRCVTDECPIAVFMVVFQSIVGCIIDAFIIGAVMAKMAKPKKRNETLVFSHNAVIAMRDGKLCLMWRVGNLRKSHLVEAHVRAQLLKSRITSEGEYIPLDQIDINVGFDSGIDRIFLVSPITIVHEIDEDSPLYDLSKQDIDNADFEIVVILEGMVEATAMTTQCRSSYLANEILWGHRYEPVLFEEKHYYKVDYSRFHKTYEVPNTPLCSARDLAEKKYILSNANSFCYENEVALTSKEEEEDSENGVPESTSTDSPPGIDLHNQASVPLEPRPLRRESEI
# KCNQ2 inh: KCNQ2 potassium channel inhibitors, primary screen, cell-based, CHO-K1, FluxOR thallium flux, B-score (AID 2156); Potassium voltage-gated channel subfamily KQT member 2 (Rattus norvegicus), O88943; 20 min; hits give low values; B-score at 10 µM; 1.1% of 310,000 active;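 active = fluorescence ratio B-score at most minus 3 library SDs, with starting brightness B-score within 2 library SDs, cut at about -5.5 in these data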
# * = called active by the depositor; i = inactive.
# Start of the data: the first 3 compounds as a preview:
Molecule | Kir21 inh | KCNQ2 inh
COc1ccc(C)cc1NC(=O)C(=O)NCc1ccncc1 | 1.8 | i
O=C1Nc2ccccc2N(O)N1c1cc(-c2ccc(Cl)cc2)[nH]n1 | -0.98 | i
O=C(CSCc1ccc(Cl)cc1)Nc1ccccc1O | 0.11 | i

# This part in full, from the start:
Molecule | Kir21 inh | KCNQ2 inh
COc1ccc(C)cc1NC(=O)C(=O)NCc1ccncc1 | 1.8 | i
O=C1Nc2ccccc2N(O)N1c1cc(-c2ccc(Cl)cc2)[nH]n1 | -0.98 | i
O=C(CSCc1ccc(Cl)cc1)Nc1ccccc1O | 0.11 | i
Cc1onc(-c2ccccc2)c1C(=O)N1CCCSC1=Nc1ccccc1 | -1.1 | i
CCN(CC)c1ccc(C=C(c2nnnn2-c2ccc(C)cc2)c2nnnn2-c2ccc(C)cc2)cc1 | 2.5 | i
Cc1ccc(NC(=O)CCOc2ccccc2)c(C)c1 | -0.45 | i
Cc1cccc(N2C(=O)CN(Cc3sccc3C)C2=S)c1 | -1.4 | i
C=CCn1nnnc1SCC(=O)Nc1cccc(OC)c1 | -0.5 | i
COC(=O)Nc1ccccc1C(=O)N1CCCCC1 | 1.1 | i
O=C(/C=C/c1cccc([N+](=O)[O-])c1)NCCSCc1cccc(Cl)c1 | 2.2 | i
CCn1ccnc1CN(C)Cc1nc(-c2ccc(C(=O)OC)cc2)no1 | 0.5 | i
CCOC(=O)c1c(C)n(C)c2cc(Br)c(O)c(O)c12 | 0.39 | i
COc1ccc(S(=O)(=O)N2CCCc3ccccc32)cc1OC | -5.3* | i
Cc1ccc(-n2c(SCC3CCCCO3)nnc2-c2ccco2)cc1 (stereo not given) | 0.23 | i
Clc1ccc(-n2nnnc2-c2cnc3ccc(Cl)cc3c2-c2ccccc2)cc1 | 0.01 | i
C[C@@H](NC(=O)OC(C)(C)C)C(=O)NCC1CCC(C(=O)N[C@@H](Cc2ccccc2)C(=O)O)CC1 (stereo not given in full) | -0.75 | i
COC(=O)CCNc1ccc2c(c1)OCCO2 | 2 | i
COc1cc(C)ccc1OCCCOc1ccccc1Br | -2 | i
Cn1c(CO)cnc1SCc1c(Cl)cccc1Cl | -0.64 | i
Cc1sc2ncnc(SCc3ccco3)c2c1C | 0.19 | i
Cc1csc(NC(=O)CCCC(=O)c2ccccc2)n1 | -0.04 | i
Oc1ccccc1CN1CCN(C(c2ccccc2)c2ccccc2)CC1 | -0.12 | i
COc1cc(C(=O)Nc2ccc3nc(N4CCN(C)CC4)cc(C)c3c2)cc(OC)c1OC | 0.11 | i
O=C(NCc1ccccn1)c1ccc2c(=O)n(CCc3ccccc3)c(=O)[nH]c2c1 | 0.85 | i
CCOC(=O)c1oc2c(c1C)C(=O)CCC2 | -0.57 | i
O=C(CNc1ccccc1-c1ccccc1)NCc1ccccc1 | -1.8 | i
O=C(c1ccc(Br)cc1)c1cc([N+](=O)[O-])ccc1N1CCCCC1 | 1.3 | i
CC(C)[C@H](NC(=O)N1CCn2c1nc1ccccc12)C(=O)NC1CCCCC1 | 0.64 | i
CCCOc1ccc(N2CC(C(=O)Nc3ccccn3)CC2=O)cc1 (stereo not given) | 0.06 | i
COc1cc(C(=O)NCCOc2ccccc2C)c(Br)c(OC)c1OC | 0.98 | i
CCOC(=O)N1CCC(N2Cc3cccc(C(=O)Nc4ccc(OCC)cc4)c3C2=O)CC1 | 0.06 | i
CCOC(=O)N1CCN(Cc2nc3cc(NC(=O)c4cccs4)ccc3n2CC)CC1 | 2.4 | i
O=C(Nc1ccccn1)c1ccc(Cl)c([N+](=O)[O-])c1 | 0.09 | i
O=C1N2CCSC2=NC1(Nc1ccccn1)C(F)(F)F (stereo not given) | -2 | i
CCOC(=O)C1CCN(C(=O)CCc2ccc(S(=O)(=O)NCC(C)C)cc2)CC1 | -0.75 | i
COCCNC(=O)c1onc(CSc2ccncc2)c1C(=O)NCCOC | -1 | i
CC12CN(Cc3ccccc3)CC(C)(CN(Cc3ccccc3)C1)C2=NO | -8.2* | i
CCC(Sc1ncccc1C(=O)OCCN1CCCC1=O)C(=O)NCc1ccco1 (stereo not given) | -1.6 | i
Cc1ccc(N2CCN(C(=O)c3cccs3)CC2)cc1C | 0.86 | i
CCn1c(SC/C=C/c2ccccc2)nnc1-c1cnccn1 | -2.5 | i
Cc1cccn2c(=O)c(C=O)c(Nc3ccccc3)nc12 | 0.58 | i
Cc1cc(Cl)cc2c(N=Nc3ccccc3C(=O)O)c(O)[nH]c12 | 0 | i
CCOc1cc(Br)c(Br)c(C=Nc2ccc(NC(C)=O)cc2)c1O | 0.96 | i
CCc1ccc(NC(=S)N2CCCCCCC2)cc1 | 0.04 | i
NS(=O)(=O)c1cccc(NC(=O)CSc2ncc(C(F)(F)F)cc2Cl)c1 | 0.61 | i
O=C(Cc1ncon1)Nc1ccc(F)c(F)c1F | 3.4 | i
O=C(NC(=S)Nc1cnc2ccccc2c1)c1ccccc1 | -0.74 | i
Cc1ccc(CCNC(=O)C2CCCN2S(=O)(=O)c2ccc3c(c2)CCC(=O)N3)cc1 (stereo not given) | 0.9 | i
COC(=O)c1sc2nc(-c3ccco3)ccc2c1N | 0.01 | i
O=C1NCCN1C(=O)c1cccc(Cl)c1 | -1.5 | i

# (further entries)
Molecule | Kir21 inh | KCNQ2 inh
N#CCc1ccc(NC(=O)c2ccc(S(=O)(=O)N3CCOCC3)cc2)cc1 | 1.3 | i
Cc1ccc(S(=O)(=O)N/N=C/c2ccc(OCC(=O)N3CCOCC3)cc2)cc1 | -2.4 | i
COc1cc(-c2nnn(CC(=O)NCc3ccccc3)n2)cc(OC)c1OC | 1.3 | i
COc1cc(C=C(C(C)=O)C(C)=O)ccc1O | -0.91 | i
O=C(Cn1nnc(-c2ccc3c(c2)OCO3)n1)N1CCOCC1 | 0.01 | i
CCOC(=O)c1c(N)sc2c1CCC1C(=O)N(C3CCCCC3)C(=O)C21 (stereo not given) | -0.61 | i
C=CCn1c(CCCNC(=O)c2ccccc2OC)nc2ccccc21 | -0.34 | i
COc1ccc(-n2nc(C(=O)NCC(=O)NCc3ccco3)c3ccccc3c2=O)cc1Cl | 2.1 | i
CCS(=O)(=O)N1CCC(N2CCN(c3ccccc3)CC2)CC1 | -1.9 | i
CC1(C)Cc2nc3oc4c(=O)n(CC(=O)Nc5ccc(Cl)cc5)cnc4c3cc2CO1 | -0.08 | i
O=C(Nc1ccnn1C1CCN(Cc2cccc(OCCO)c2)CC1)C1CCCC1 | 0.19 | i
COc1ccc(-c2sc(Nc3ccccc3)n[n+]2-c2ccc(F)cc2)c(OC)c1OC | -2.4 | i
CC1(C)Cc2ccccc2-c2nnc(-c3ccco3)n21 | 0.27 | i
CCc1ccc(NC(=O)C(C)OC(=O)c2ccc(-n3cnnn3)cc2)cc1 (stereo not given) | -2.1 | i
Cc1ccc2c(NC(=O)c3ccc(Br)o3)cccc2n1 | -2.2 | i
CCOc1ccc2[nH]c3c(N4CCN(c5ccccn5)CC4)ncnc3c2c1 | 1.1 | i
CCN1C(=O)N[C@@H](c2cccs2)C(C(=O)OC)=C1C | 0.89 | i
COc1ccc(/C=C(/NC(=O)c2cccc([N+](=O)[O-])c2)C(=O)O)cc1 | -0.17 | i
CC1=C(n2nnc([N+](=O)[O-])n2)C(c2cccnc2)C(C#N)=C(N)O1 (stereo not given) | 0.05 | i
COc1ccc(C2c3ccc(O)cc3Oc3ncn(Cc4ccco4)c(=N)c32)cc1 (stereo not given) | -3.5 | i
CCC(=O)N1CCc2cc(S(=O)(=O)N3CCCCCC3)ccc21 | 0.18 | i
CCCCCCn1c(=O)[nH]c2c(c1=O)CCC2 | 0.46 | i
CN(Cc1cn(C)nc1-c1ccc(Oc2ccccc2)cc1)Cc1cnc2ccccn12 | -5.1* | i
COc1cc(/C=N/NC(=O)c2ccc(Cn3cc([N+](=O)[O-])cn3)o2)cc(Br)c1O | 0.5 | i
CCOc1cc(/C=N/Nc2ncnc(Cl)c2N)ccc1O | -0.57 | i
COc1ccc(N=C2S/C(=C\c3ccc(Cl)c([N+](=O)[O-])c3)C(=O)N2CCN(C)C)cc1 | 0.21 | -5.6*
C=CCOC(=O)C1=C(C)OC(N)=C(C#N)C1c1c(C)nn(-c2ccccc2)c1Cl (stereo not given) | -0.88 | i
COc1cccc(NC(=O)N2CCCC2C(=O)NC2CC2)c1 (stereo not given) | -0.25 | i
c1ccc(CSc2ncnc3c2cnn3-c2ccccc2)cc1 | 0.56 | i
Nc1nc2c3ccccc3nc(C3CC3)n2n1 | 1.4 | i
Cc1ccc(NC(=O)CCc2nc3ccccc3c(=O)[nH]2)cc1S(=O)(=O)N1CCOCC1 | 0.39 | i
O=C(Nc1c(C(=O)N2CCCCC2)cnn1-c1ccccc1)c1ccco1 | -1.6 | i
CCN(CC)CCNC(=O)c1cc([N+](=O)[O-])c(N(C)C)cc1OC | 1.9 | i
COc1ccc(Nc2c3c(nc4ccccc24)CCCC3)cc1OC | 0 | i
COc1ccc(CCNCc2ccc(OCC(=O)N3CCCCC3)c(OC)c2)cc1OC | 0.5 | i
S=C(Nc1ccc(Br)cc1)N1CCN(C2CCCCC2)CC1 | -2.8 | i
CN(c1ccccc1C(=O)Nc1ccc(F)c(Cl)c1)S(C)(=O)=O | 0.09 | i
COc1ccc2cc([C@H](C)C(=O)N(C)Cc3ccccc3N3CCCC3)ccc2c1 | 0.17 | i
O=C(Cc1cccc(C(F)(F)F)c1)NCC(=O)Nc1cc(Cl)ccc1Cl | 0.45 | i
CC(C(=O)Nc1cccc(C#N)c1)N(C)CCOc1ccccc1 (stereo not given) | 0 | i
Cc1nn(-c2ccccc2)c(C)c1NC(=O)COC(=O)c1ccccc1OC(F)F | 0.87 | i
CCOc1ccccc1C1c2[nH]c3ccccc3c2C[C@H]2C(=O)N(C3CCN(Cc4ccccc4)CC3)CC(=O)N12 (stereo not given in full) | 1.1 | i
CC(=O)N/C(=C\c1ccc(F)cc1)C(=O)OC(C)C | 1.6 | i
Cc1cc2oc(=O)cc(COC(=O)c3n[nH]c4ccccc34)c2cc1C | -0.5 | i
COCCCNC(=O)/C(C#N)=C/c1c(N2CCN(C)CC2)nc2c(C)cccn2c1=O | 0.04 | i
Cc1onc(-c2ccc(Cl)cc2Cl)c1C(=O)/C=C/N(C)C | -0.72 | i
O=C(CNC(=O)c1ccccc1F)OCCOc1cccc(Cl)c1 | 0.96 | i
CCn1c(=O)c(C(=O)CN2CCN(S(=O)(=O)c3ccccc3)CC2)c(N)n(Cc2ccccc2)c1=O | 0.76 | i
Cc1cccc(C)c1NC(=O)CCCCCNS(=O)(=O)c1ccccc1 | -0.01 | i
COC(=O)c1ccc(NC(=O)Nc2ccccc2F)cc1 | 0.07 | i

# (more compounds)
Molecule | Kir21 inh | KCNQ2 inh
O=C(CN1C(=O)c2ccccc2S1(=O)=O)c1ccc(F)cc1 | 0.51 | i
O=[N+]([O-])c1cccc(-c2nc3ccccc3s/c2=N/O)c1 | -0.62 | i
Nc1nonc1-n1nnc(C(=O)N/N=C/c2ccccc2Cl)c1CSc1ccccc1 | -0.81 | i
C/C(=N\NC(=O)Cn1nc(C)c([N+](=O)[O-])c1C)c1ccc(O)cc1 | -0.03 | i
CCc1cccc(OCCCN2C(=O)NC(C)(C)C2=O)c1 | -0.86 | i
CC1CCN(c2ccccc2NC(=S)NC(=O)c2ccco2)CC1 | 0.35 | i
Cc1cc(C)nc(NS(=O)(=O)c2ccc(N/C=C\C(=O)c3ccc(Cl)cc3)cc2)n1 | -0.97 | i
CC(C)(C)OC(=O)NCc1ccc(CNC(=O)c2[nH]cnc2C(=O)N[C@@H](Cc2ccccc2)C(=O)OC(C)(C)C)cc1 | 0.11 | i
CSc1ccc(S(=O)(=O)NCC(=O)OCC(=O)NC2(C#N)CCCCC2)cc1[N+](=O)[O-] | 0.12 | i
CC(=O)CCC1C2C(O)C(C(C)C)C(OC(=O)/C=C/c3ccccc3)CC12C (stereo not given) | 0.78 | i
CC(=O)NC1=NN(C(C)=O)C(C)(c2ccc(C)cc2)S1 (stereo not given) | -0.81 | i
O=C(NNC(=O)C1CCN(S(=O)(=O)c2ccc(Cl)cc2)CC1)c1ccccc1 | 0.45 | i
Clc1ccc(-c2csc(-c3cccnc3)n2)s1 | -0.01 | i
S=C(NCCc1ccccc1)Nc1ccc(Br)cc1 | 0.19 | i
CC(Oc1ccc(Cl)cc1Cl)C(=O)Nc1ccncc1 (stereo not given) | 1.5 | i
O=C(CNC(=O)c1cccs1)OCC(=O)c1ccc2ccccc2c1 | -2.8 | i
CCOc1ccc2ccccc2c1/C=N/NC(=O)c1c(C)cc(C)[nH]c1=O | -1.1 | i
O=C(c1cccc(F)c1)N1CCN(c2ccc([N+](=O)[O-])c(N3CCCCC3)c2)CC1 | 0.97 | i
CCCn1c(N2CCN(Cc3cccc(C)c3)CC2)nc2c1c(=O)[nH]c(=O)n2C | 0.37 | i
COc1nc(C)cc(C)c1S(=O)(=O)c1ccccc1 | -0.62 | i

# Individual results from the list.
# Entry for `S=C(NCCc1ccccc1)Nc1ccc(Br)cc1` under Kir21 inh: 0.19
# Entry for `CCOc1ccc2ccccc2c1/C=N/NC(=O)c1c(C)cc(C)[nH]c1=O` under Kir21 inh: -1.1
# Entry for `COc1nc(C)cc(C)c1S(=O)(=O)c1ccccc1` under Kir21 inh: -0.62

# (more compounds)
Molecule | Kir21 inh | KCNQ2 inh
CCC(C)c1ccc(OCC(=O)Nc2ccc3c(c2)C(=O)NC3=O)cc1 (stereo not given) | 0.74 | i
Cc1ccccc1NC(=O)NC1(C(=O)N2CCC(C(N)=O)CC2)CCCCC1 | 0.75 | i
COc1ccc(CN2C(=O)c3ccccc3C2=O)cc1C(=O)O | -0.19 | i
Nc1nonc1-n1nnc(C(=O)N/N=C/c2ccc(Br)cc2)c1CSC1=NCCS1 | 0.43 | i

# Rows are unselected; overall some 1.8% were active at least once.
